# Compound activity as filed in PubChem BioAssay.
# DRD3 antagonist – D3 dopamine receptor (human) antagonism; max response, negative = inhibition, %; D3R cells, DiscoveRx beta-arrestin luminescence, antagonist mode; stronger effect = lower value; P35462; 360,000 tested, 2.5% active; AID 652054; in the data active means max response below about -50%; inconclusive means no clear call, values can overlap the other calls; further: on the % scale 0 is the no-effect control and ±100 the full control effect; mostly tested at two doses, the higher about 12 µM
#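 Cells plated overnight at 1500 cells/well, then exposed to library compounds with dopamine controls for 90 minutes at 37 degrees C. DiscoveRx reagent added for 30–60 minutes at room temperature; luminescence read, quantitative HTS format.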
# Abeta yeast res – restores growth of yeast expressing A-beta42 peptide; yeast expressing A-beta42, growth rescue, OD600, 48 h; response scale: 0% DMSO, 100% iron-clioquinol control; Potency, µM (highest dose often 46.1 µM), inactives show at the top dose growth rescue, hits mostly activators; 410,000 tested, 0.063% active; further: potency means the concentration at half of the fitted maximal effect; nearly all actives have a fitted effect of over 55% in size
#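 Yeast growth medium received pinned compounds, then yeast cells expressing toxic A-beta were added; plates incubated at 30 C for 48 hr. Growth read as absorbance at 600 nm, normalized to DMSO and equimolar FeCl3 plus clioquinol controls.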
# GLP1R inv ag – acts as inverse agonist at human GLP-1 receptor. HEK293 GLP-1R CRE-luciferase, luminescence, 24 h; GLP-1R form is constitutively active. Potency, µM (highest dose often 38.3 µM), without a hit: at the highest dose activity change, negative = inhibition, usual class: inhibitors. 410,000 tested, 1.6% active. AID 624417; further: potency means the concentration at half of the fitted maximal effect; on the % scale 0 is the no-effect control and ±100 the full control effect; nearly all actives have a fitted effect of over 55% in size
# Target sequence (P43220 whole entry, looked up): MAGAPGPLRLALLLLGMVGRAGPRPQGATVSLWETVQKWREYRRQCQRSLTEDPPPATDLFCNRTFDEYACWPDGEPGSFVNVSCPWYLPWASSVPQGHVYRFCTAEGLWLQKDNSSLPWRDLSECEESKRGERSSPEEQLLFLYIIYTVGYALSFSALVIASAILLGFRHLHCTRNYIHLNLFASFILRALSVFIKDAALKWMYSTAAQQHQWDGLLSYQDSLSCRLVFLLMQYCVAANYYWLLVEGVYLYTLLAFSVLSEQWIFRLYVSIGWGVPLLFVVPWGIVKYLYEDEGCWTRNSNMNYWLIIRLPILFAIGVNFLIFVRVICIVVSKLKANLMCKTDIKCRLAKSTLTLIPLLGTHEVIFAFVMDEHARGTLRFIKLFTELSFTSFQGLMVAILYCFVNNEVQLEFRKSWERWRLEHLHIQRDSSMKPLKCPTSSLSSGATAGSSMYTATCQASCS
#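 HEK293 cells stably co-expressing constitutively active GLP-1R and a cAMP-responsive luciferase reporter were seeded in DMEM with 10% Nu serum, given compounds after 12 h, and incubated 24 h at 37 deg C. Luminescence was then read.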
# GLP-1R agonist – agonists of human GLP-1 receptor; P43220; HEK293 GLP-1R CRE-luciferase, luminescence, 4-6 h; cells express a hypersensitive GLP-1R form; Potency, µM (titrated, usually from 45.6 µM), without a hit: at the highest dose activation, actives largely listed as activators; 380,000 tested, 0.007% active; further: potency means the concentration at half of the fitted maximal effect; % of control where 0% means no effect
# PTHR1 agonist – PTHR1 (human) receptor agonism | Q03431 | HEK293 GP2 PTHR1 cells, GloSensor cAMP luminescence, 1 h | Potency, µM (series often up to 115 µM), without a hit: at the highest dose activation, actives largely listed as activators | 410,000 tested, 0.075% active | AID 743266; further: potency means the concentration at half of the fitted maximal effect; nearly all actives have a fitted effect of over 55% in size; some results filed as inactive show a strong effect at the top dose; inactives centre near -15; many of its hits are not listed in these tables
# Target sequence (Q03431 whole entry, looked up): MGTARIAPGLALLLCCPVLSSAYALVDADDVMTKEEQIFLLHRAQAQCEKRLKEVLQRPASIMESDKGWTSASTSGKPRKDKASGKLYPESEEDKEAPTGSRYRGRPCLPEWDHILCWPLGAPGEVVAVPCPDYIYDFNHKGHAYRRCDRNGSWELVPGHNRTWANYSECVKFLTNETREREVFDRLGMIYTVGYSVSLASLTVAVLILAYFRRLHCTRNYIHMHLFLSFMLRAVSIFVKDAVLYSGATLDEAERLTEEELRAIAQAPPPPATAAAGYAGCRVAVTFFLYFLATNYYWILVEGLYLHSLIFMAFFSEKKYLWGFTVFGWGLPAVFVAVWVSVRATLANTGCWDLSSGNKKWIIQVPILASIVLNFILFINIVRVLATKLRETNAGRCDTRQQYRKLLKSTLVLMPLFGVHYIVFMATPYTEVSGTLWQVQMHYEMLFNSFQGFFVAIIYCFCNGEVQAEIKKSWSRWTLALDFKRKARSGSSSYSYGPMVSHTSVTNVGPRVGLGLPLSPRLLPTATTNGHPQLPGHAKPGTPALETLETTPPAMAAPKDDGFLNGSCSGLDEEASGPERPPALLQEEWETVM
#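 HEK-293-derived GP2 cells expressing PTHR1 and a GloSensor cAMP reporter, 3,000/well, plated overnight, given luciferin plus IBMX (each 0.5 mM as added) for 1 h at 37 °C, then compound for 1 h at 37 °C. Luminescence was read after 15 min at room temperature.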
# aSyn yeast inh – alpha-synuclein toxicity inhibition in yeast | Yeast expressing alpha-synuclein, growth rescue, BacTiter-Glo, 24 h | 370,000 tested, 0.14% active | Potency, µM (series often up to 46.1 µM), for inactives: at the highest dose growth rescue (activation), hits mostly activators; further: potency means the concentration at half of the fitted maximal effect; % of control where 0% means no effect; nearly all actives have a fitted effect of over 65% in size
#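 Readout is rescue of growth in alpha-synuclein-expressing yeast, so inhibitors of toxicity appear as activators. Growth after 24 hr at 30 deg C in galactose medium is quantified by luminescence.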
# FUS yeast rescue – FUS proteinopathy suppression in yeast. S. cerevisiae FUS-expressing, growth rescue, OD600, 24 h. Potency, µM (titrated, usually from 76.6 µM), inactives show top-dose growth rescue (activation), hits mostly activators. 390,000 tested, 0.24% active. AID 1347120;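 further: potency means the concentration at half of the fitted maximal effect; plate controls were DMSO vehicle for no effect and reference control for full effect; nearly all actives have a fitted effect of over 55% in size; some results filed as inactive show a strong effect at the top dose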
#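 Restored growth of FUS-toxic S. cerevisiae, read as 600 nm absorbance after 24 h at 30C in galactose medium (starting OD 0.005). Controls CP55940 and DMSO.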
# pAkt inh – blocks phosphorylation of Akt. Neuro2A IGF-stimulated pAkt S473 HTRF, 20 min; stronger effect = lower value. 360,000 tested, 0.32% active. AID 651550. activity change, % for hits at 50 µM; in the data active means activity change below about -80%; inconclusive means mostly about -51% to -80%; further: on the % scale 0 is the no-effect control and ±100 the full control effect
#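 Neuro2A cells (4,500/well, DMEM with 0.5% FBS) were treated with compound at a single 50 µM final concentration, stimulated with 6 nM IGF for 20 min at 37 °C, and lysed. Phospho-Akt Ser473 was read by HTRF as 665/615 ratio ×10^4.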
# TDP43 rescue – TDP-43 toxicity inhibition in yeast; TDP-43 expressing yeast growth rescue, BacTiter-Glo, 24 h; Potency, µM (top dose mostly 46.1 µM), for the others: at the highest dose growth rescue (activation), hits mostly activators; 410,000 tested, 1.8% active; further: potency means the concentration at half of the fitted maximal effect; % of control where 0% means no effect; nearly all actives have a fitted effect of over 50% in size
#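 In this qHTS, compounds that restore growth of yeast expressing TDP-43 appear as activators. Cells (OD600=0.02, galactose medium, raffinose-pregrown) are incubated with compound 24 hr at 30 deg C and growth is quantified by BacTiter-Glo.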
# Numbers without * were called inactive; i = inactive; ? = inconclusive; . = not tested or not shown; [ ] = dose if it differs, or a comment. Unless noted, the call rests on the fitted dose curve; in most records, active means well fitted curve in the direction sought with a large enough effect; inconclusive means small, poorly fitted or top-dose-only effect, or another doubt; inactive means no such curve, though single readings can be large; an effect the other way counts as inactive or inconclusive.
SMILES,DRD3 antagonist,Abeta yeast res,GLP1R inv ag,GLP-1R agonist,PTHR1 agonist,aSyn yeast inh,FUS yeast rescue,pAkt inh,TDP43 rescue
Cc1ccc2oc(-c3ccc(NC(=O)c4oc5ccc(Cl)cc5c4C)cc3)nc2c1,.,-15.0%,5.9%,.,i,.,-12.9%,.,0.0%
O=C(Nc1ccc(F)cc1)c1cc(S(=O)(=O)N2CCCCC2)cs1,3.7,-3.9%,-6.2%,3.1%,-21.2%[57.5 µM],7.5%,10.1%,i,7.0%
O=C(Nc1cccc2ccccc12)N1CCCN(c2c(Cl)cncc2Cl)CC1,9.6,-10.7%,84.3%[activator],7.3%,-29.7%,4.1%,14.6%,i,1.9%
CCOC(=O)N1CCc2c(sc3c2c(=O)n(-c2ccc(CC)cc2)c(=O)n3CC(=O)c2ccc(F)cc2)C1,.,-2.8%,1.3%,.,-13.9%,.,16.6%,.,18.9%
O=C(COC(=O)c1cccc(Cl)c1Cl)NC1CCCC1,15.3,8.3%,23.1%,8.0%,-3.7%,-3.9%,8.8%,i,22.2%
O=C(NNC(=S)Nc1ccccc1)C1CCCCC1,?,5.6%,-4.6%,0.7%,i,0.5%,-26.2%,i,10.2%
CCCOc1ccc(N)cc1N,-24.6,-17.7%,17.4%,-20.5%,-15.2%,2.9%,30.5%,i,20.4%
CC(=O)N1CCCc2ccc(NS(=O)(=O)c3ccc(F)cc3F)cc21,.,-11.4%,3.8%,.,i,.,2.9%,.,17.0%
CCn1c(SCC(=O)NC2CCCCC2)nc2ccccc2c1=O,22.6,8.1%,20.1%,-4.2%,-1.0%,2.4%,.,i,20.2%
CCOC(=O)/C(N=Nc1cc(C(=O)O)cc(C(=O)O)c1)=C(\O)CCl,-25.5,-0.3%,14.6%,5.9%,-17.9%,5.3%,.,i,11.1%
CCOc1ccc(C(C)=O)cc1COC(=O)c1cc([N+](=O)[O-])ccc1N1CCOCC1,0.5,-1.6%,55.7%[activator],24.2%,i,14.3%,43.8%,i,-5.6%
CCOC(=O)N1[C@@H]2C=C(C)[C@@H]2[C@@H]2[C@@H](C)C(=O)N21,10.7,10.7%,17.1%,3.1%,-22.4%,6.2%,-18.0%,i,10.4%
CCOC(=O)N1CCN(C(=O)C(NC(=O)c2ccco2)C(C)C)CC1 (configuration not stated),1.6,-11.4%,9.0%,-2.6%,i,-3.2%,12.0%,i,-22.5%
O=C(COC(=O)c1ccc(Br)cc1)Nc1cccnc1Cl,9.0,-3.0%,5.7%,5.4%,-29.9%,-3.6%,-12.0%,i,17.2%
CNC(=O)C(C)c1ncc(C(F)(F)F)cc1Cl (configuration not stated),-19.0,-15.2%,0.7%[7.66 µM],1.3%,-32.9%[inhibitor],2.0%,22.2%,i,-30.4%[inhibitor][9.22 µM]
COc1ccc(NC(=O)CS(=O)c2ccccc2Cl)cc1 (configuration not stated),12.3,1.0%,20.9%,-2.6%,-7.5%,7.5%,7.4%,i,26.0%
CCC(C)[C@H](NC(=O)Nc1cccc(OC)c1)C(=O)OC (some centres not stated),-21.2,-1.4%,0.0%,-8.2%,-18.1%,0.8%,10.2%,i,-17.9%
CCCC(O)(c1ccc(Cl)cc1)C(CN1CCOCC1)c1ccccc1 (configuration not stated),-8.8,6.2%,?,-4.1%,i,9.4%,22.2%,i,8.9%
C=C(C)Cn1c2ccc(NC(=O)NCCc3ccccc3)cc2c(=O)n1C,-8.4,-1.3%,?,9.6%,-26.1%,-1.5%,-11.7%,i,0.4%
O=C(CC12CC3CC(CC(C3)C1)C2)NC1CC1,9.4,3.2%,0.2%,-2.8%,i,1.2%,3.2%,i,18.7%
O=C(C[C@@H]1CC[C@@H]2[C@H](COC[C@@H](O)CN2Cc2cc(F)ccc2F)O1)NCc1ccc(F)cc1,5.5,8.6%,17.2%,.,-23.6%,0.9%,-12.1%,i,0.0%
CCCCC[n+]1ccn(C2=C([O-])c3ccccc3C(=O)/C2=N\S(=O)(=O)c2ccc(Cl)cc2)c1,?,-13.5%,21.9%,-3.2%,i,-7.9%,-18.0%,i,9.5%
CC(=O)C1=C(O)CC(C)(C)CC1=NCc1nc2ccccc2[nH]1,2.3,4.0%,?,-4.6%,-1.6%,-0.9%,14.0%,i,.
Cc1ccc(CNC(=S)N(C)C)cc1,-16.7,-1.9%,1.6%,8.3%,i,-5.5%,-16.6%,i,-2.5%
CC(NC(=O)COC(=O)Cc1ccc(Cl)cc1)c1ccccc1 (configuration not stated),-19.2,4.6%,5.8%,14.9%,-11.4%,-0.2%,12.5%,i,-12.9%
O=C(C1=C(O)C(=O)N(Cc2cccnc2)C1c1cccc(Oc2ccccc2)c1)c1ccco1 (configuration not stated),14.2,-28.9%,-17.4%,-1.0%,-10.1%,-4.6%,?,i,21.7%
CC(C)C(=O)N/N=C/c1ccc(OCc2ccccc2)cc1,1.2,14.7%,-33.3%,11.4%,i,5.2%,-15.6%,i,?
COc1ccc(Cn2c(=O)c3ccccc3n3c(-c4cccc(OC)c4OC)nnc23)cc1,.,-42.0%[inhibitor],?,.,-20.6%,.,18.7%,.,?
C/C=C/C=C/C(=O)[C@@H]1[C@@H]([C@]2(C)OC(=O)C(C)=C2O)[C@H]2/C(=C(O)/C=C/C=C/C)C(=O)[C@]1(C)C(=O)C2(C)O (some centres not stated),-17.9,8.3%,11.2%,-2.9%,-12.4%,0.9%,34.1%,i,18.0%
Cc1ccc(NCc2cccnc2)c(Br)c1,4.0,11.7%,-6.8%,8.9%,-8.7%,-1.7%,-7.2%,i,-4.9%
CCCC1(C(=O)OCC)NC(c2cc(OC)c(OC)c(OC)c2)C2C(=O)N(CC)C(=O)C21 (configuration not stated),6.2,12.7%,6.2%,1.1%,-23.5%,3.6%,-14.5%,i,10.0%
CCOC(=O)C1=C(C)OC(N)=C(C#N)C1c1ccc(OC)c(CSc2ccccn2)c1 (configuration not stated),7.3,13.0%,47.2%[activator],14.3%,-17.0%,15.2%,2.6%,i,3.8%
CN1CCC(=NNC(=O)C(=O)Nc2ccc(F)cc2)CC1,-5.0,1.0%,29.3%,0.9%,-11.6%,1.5%,-23.8%,i,3.2%
Nc1ccccc1C(=O)N/N=C1/C2CN3CCN(C2)CC1(Cc1ccccc1)C3,5.2,-0.4%,11.3%,11.8%,-0.8%,-9.9%,-0.7%,i,-18.6%[9.22 µM]
Cc1ccc(-c2nc(SCC(=O)Nc3cc(S(=O)(=O)N4CCCCC4)ccc3Cl)n[nH]2)cc1,9.0,1.0%,10µM*,13.6%,-32.7%[inhibitor],17.8%,.,i,17.9%
COC(=O)c1ccccc1NC(=O)c1cn(-c2ccc(C)c(C)c2)c(=O)c2ccccc12,1.6,14.0%,15.5%,-8.8%,i,19.2%,.,i,10.9%
Cn1c(=O)oc2cc(S(=O)(=O)NC(Cc3ccccc3)C(=O)NCc3ccccc3Cl)ccc21 (configuration not stated),.,.,9.4%,.,-1.9%,.,.,.,.
CC(C)C[C@@H](CSc1ccccc1)N1CCN(CCc2ccccc2)CCC1=O,-56.2*,3.5%,?,20.0%,-29.6%,3.9%,11.3%,i,11.7%
COc1ccc(CNC(=O)Nc2cccs2)cc1OC,11.7,5.3%,15.4%,-3.6%,i,-2.3%,12.6%,i,1.7%
Cc1ccc(OCC(=O)OCC(=O)N2c3ccccc3CC2C)cc1C (configuration not stated),-5.7,16.5%,13.3%,3.3%,i,-3.5%,13.6%,i,-7.7%

# The closing two entries of the part before lead into the next:
SMILES,DRD3 antagonist,Abeta yeast res,GLP1R inv ag,GLP-1R agonist,PTHR1 agonist,aSyn yeast inh,FUS yeast rescue,pAkt inh,TDP43 rescue
COc1ccc(CNC(=O)Nc2cccs2)cc1OC,11.7,5.3%,15.4%,-3.6%,i,-2.3%,12.6%,i,1.7%
Cc1ccc(OCC(=O)OCC(=O)N2c3ccccc3CC2C)cc1C (configuration not stated),-5.7,16.5%,13.3%,3.3%,i,-3.5%,13.6%,i,-7.7%
CSC1=NCCN1S(=O)(=O)c1ccc(NC(C)=O)cc1,18.1,4.4%,5.5%,-6.1%,i,2.0%,-31.6%,i,15.5%
CN1/C(=C\C(=O)CSc2cccc[n+]2[O-])C(C)(C)c2ccccc21,17.1,-6.4%,-5.0%,-0.5%,-11.6%,13.4%,8.4%,i,?
CCN1C(=O)N(CC)C2NC(=S)NC21 (configuration not stated),14.6,16.2%,11.4%,-8.1%,-13.3%,1.1%,-26.2%,i,13.1%
CC(=O)N1CCN(S(=O)(=O)c2cccc(C(=O)Nc3nc4c(s3)CCCC4)c2)CC1,11.7,-16.0%,4.5%,1.5%,-14.2%[57.5 µM],-8.5%,22.2%,.,-15.8%
Cc1cc(C)nc(N/N=C/C2=C(N3CCOCC3)C(=C\c3ccc(Cl)cc3)/CC2)n1,?,?,-15.1%,5.9%,-8.0%,-15.1%,33.9%,i,11.3%
CCCCOc1cccc(OCCCC)c1C(=O)Nc1cc(C)on1,20.3,-11.9%,-10.4%,-12.2%,i,-0.9%,35.5%,i,-14.3%
CCOc1ccccc1CNC(=O)c1cn(C)c(=O)c2c1c1ccccc1n2C,23.7,-1.7%,8.5%,7.2%,-21.9%,-2.0%,-1.7%,i,3.5%
CN(C)c1ccnc2sc3c(NCC(O)CO)ncnc3c12 (configuration not stated),14.5,-5.9%,49.0%[activator],-7.3%,i,0.1%,-29.9%,i,10.6%

# The list is partial; the hit share may differ from the screen's.
